PKA-R2B act: PKA-R2B complex activation; P22694+P31323; PKA-R2B holoenzyme dissociation, Cy5-IP20 fluorescence polarization; R2B truncated from residue 108, S112A mutant; 0% DMSO only, 100% 113 µM cGMP; activation, % at 11.4 µM; 340,000 compounds, 0.079% hits; AID 504700;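 active = activation above a cutoff set at the mean over all compounds plus 3 SD, cut at about 18% in these data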;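 also: higher means more holoenzyme dissociation and a rise in polarization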
DSG3 Ab inh: human desmoglein-3 autoantibody binding inhibition. DSG3-coupled beads, scFv-anti-DSG3-GFP binding, flow cytometry; hits give low values. 310,000 compounds, 0.48% hits. binding (percent of control), % at 10 µM. P32926. AID 588358;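 active = binding more than 3 SD below its plate's average and above zero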;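 also: hits lower antibody fragment binding to DSG3; some compounds called inactive have numbers as strong as hits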
HTR5A ag: activates human HTR5A in OPRM1-OPRD1 agonist counter-screen. P47898. HTR5A agonist assay, luminescence, cell-based. activation, % at 9.3 µM. 340,000 compounds, 0.61% hits; in the data active = activation mostly above about 9.5%, no sharp cut-off; inactive = mostly below about 7.6%;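 also: 0% = cells with vehicle only and 100% = reference agonist; strong numbers were not always called active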
OPRM1-OPRD1 ag: OPRM1-OPRD1 heterodimerization agonism; P35372+P41143; cells, luminescence; activation, % at 9.3 µM; 340,000 compounds, 0.3% hits; in the data active = activation above about 18%;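 also: 0% = vehicle-treated cells and 100% = reference agonist; values of inactives mirror those of a sister screen read the other way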
Target sequence (P35372 whole entry, looked up): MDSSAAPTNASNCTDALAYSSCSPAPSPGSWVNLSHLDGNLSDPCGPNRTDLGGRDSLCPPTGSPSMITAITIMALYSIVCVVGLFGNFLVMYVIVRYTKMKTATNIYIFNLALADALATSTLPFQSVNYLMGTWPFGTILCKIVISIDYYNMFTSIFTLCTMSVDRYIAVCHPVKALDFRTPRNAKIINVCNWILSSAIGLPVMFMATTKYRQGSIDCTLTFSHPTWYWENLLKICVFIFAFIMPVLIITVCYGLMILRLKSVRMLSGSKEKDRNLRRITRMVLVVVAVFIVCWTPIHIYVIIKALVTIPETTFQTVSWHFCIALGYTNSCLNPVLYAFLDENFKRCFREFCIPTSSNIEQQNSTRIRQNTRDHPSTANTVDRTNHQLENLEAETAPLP
Target sequence (P41143 whole entry, looked up): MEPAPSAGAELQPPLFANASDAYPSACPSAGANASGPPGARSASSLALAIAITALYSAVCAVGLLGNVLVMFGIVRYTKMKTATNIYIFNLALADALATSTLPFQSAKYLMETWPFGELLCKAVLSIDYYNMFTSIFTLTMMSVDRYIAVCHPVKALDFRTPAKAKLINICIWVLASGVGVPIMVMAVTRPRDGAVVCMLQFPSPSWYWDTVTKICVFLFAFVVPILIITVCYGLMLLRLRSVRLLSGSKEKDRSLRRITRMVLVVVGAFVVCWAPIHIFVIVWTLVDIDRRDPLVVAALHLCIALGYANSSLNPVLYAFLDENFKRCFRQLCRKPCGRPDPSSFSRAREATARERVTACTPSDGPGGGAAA
PKA-R1A act: PKA-R1A complex activation | 340,000 compounds, 0.083% hits | activation, % at 11.4 µM | PKA-R1A dissociation, Cy5-IP20 fluorescence polarization; scaled: DMSO 0%, 113 µM cGMP 100% | P00514+P68181;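 active = percent activation above the mean of all tested compounds plus 3 SD, cut at about 19% in these data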;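 also: higher means more PKAc released from R1A so a rise in polarization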
Arr AP2 block: blocks beta-arrestin peptide binding to AP2 adaptin; FITC-arrestin peptide / GST-AP2 beads, flow cytometry; AP2 beta2 appendage carries R879A mutation; inhibition, % at 10 µM; 340,000 compounds, 0.31% hits; AID 504490;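 active = inhibition above a set limit, near 3 SD of compounds lacking own fluorescence, cut at about 54% in these data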;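 also: plate controls were DMSO wells for no effect and 5 µM unlabelled arrestin peptide for full effect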
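test system = AP2 appendage R879A on GSH beads | buffer or medium = PBS plus Tween 20 (0.05%) and BSA (0.1%) | incubation = 12 min plus 1 h, RT | detection = bead flow cytometry, FITC channel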
DAGLB inhibitor: diacylglycerol lipase beta (human) inhibition. Q8NCG7. HEK293T DAGLB membrane lysate, EnzChek fluorogenic substrate. inhibition, % at 5.17 µM. 340,000 compounds, 0.059% hits; in the data active = inhibition above about 34%;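 also: 0% = enzyme with vehicle and 100% = wells lacking enzyme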
HTR5A inv ctr: inverse agonist of human HTR5A in OPRM1-OPRD1 counter-screen. P47898. HTR5A cell line, luminescence, inverse agonism. inhibition, % at 9.3 µM. 340,000 compounds, 0.083% hits. AID 504634; in the data active = inhibition mostly above about 23%, no sharp cut-off; inactive = mostly below about 18%;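 also: 0% = cells with DMSO and 100% = no-cell wells with DMSO; some compounds called inactive have numbers as strong as hits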
V-ATPase pHluor: yeast V-ATPase proton transport regulation by pHLuorin | S. cerevisiae, pHLuorin cytosolic pH fluorescence | response, % at 10 µM | 350,000 compounds, 0.37% hits | AID 504577; in the data active = response mostly above about 7.3%, no sharp cut-off; inactive = mostly below about 5.4%; also: actives read high; inactives centre near 0; some compounds called inactive have numbers as strong as hits; reference of the scale not given here
OPRM1-OPRD1 inv: inverse agonist of human OPRM1-OPRD1 heterodimerization; inhibition, % at 9.3 µM; cell-based MOR-DOR heterodimer luminescence, inverse agonism; 340,000 compounds, 0.21% hits; P35372+P41143; in the data active = inhibition above about 22%, passing the limit was not always enough;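 also: 0% = cells with DMSO and 100% = wells without cells with DMSO; values of inactives mirror those of a sister screen read the other way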
An asterisk follows results filed as active; x = no result given.

SMILES	PKA-R2B act	DSG3 Ab inh	HTR5A ag	OPRM1-OPRD1 ag	PKA-R1A act	Arr AP2 block	DAGLB inhibitor	HTR5A inv ctr	V-ATPase pHluor	OPRM1-OPRD1 inv
CN1C(=O)C(CC(=O)NC2CCCCC2)SC1=Nc1ccccc1 (configuration not stated)	0	87	0	-2.2	-2	-5	-1	0	-1	14
Cc1ccc(C(=O)Nc2ccncc2)c(Cl)c1	0	95	-1	-1.7	0	29	0	-3	4	8
O=C(O)CCNC(=O)/C(=C/c1ccco1)NC(=O)c1ccco1	2	94	-4	-2.6	3	4	-1	13	-1	12
CC(=O)Nc1ccc(S(=O)(=O)N(C)CC(=O)OC(C)C(=O)N(C)C2CCCCC2)cc1 (configuration not stated)	-2	107	-2	-1.7	-3	4	-4	8	-2	10
CCOc1cc(CNc2ccc(N3CCCC3)cc2)cc(Cl)c1OC	-39	124	-1	2.0	-37	55*	8	-20	-8	-11
COc1ccccc1Oc1coc2cc(OCC(N)=O)ccc2c1=O	-4	94	0	-1.6	19*	-3	-4	0	3	7
CCc1cc2c(=O)n(CC(=O)NCCc3ccc(OC)c(OC)c3)cnc2s1	2	111	-4	-3.0	-4	9	1	10	1	15
Cc1ccc(C2CN=NC23CCc2ccccc2C3=O)cc1 (configuration not stated)	-1	107	10	4.0	1	9	-5	-10	7	-21
CN1CCN(Cc2nc3ccccc3c(=O)n2Cc2nc(-c3ccc([N+](=O)[O-])cc3)cs2)CC1	-4	-160*	10	12	-5	-1	0	-2	-1	-62
C=CC[C@@H](CC(=O)N[C@H](CO)Cc1ccccc1)C(=O)N[C@@H](COC(=O)[C@@H](CC=C)Cc1ccc(F)cc1)Cc1c[nH]c2ccccc12	-14	100	-5	2.1	-9	10	1	11	-1	-12
CCN1CCN(P2(=O)C=C(c3ccccc3)OC(c3ccccc3)=C2)CC1	4	98	2	1.6	-6	4	3	-5	-4	-10
CSc1ncc(Cl)c(C(=O)Nc2cccnc2)n1	1	104	6	-2.2	-6	-9	0	-22	1	10
Cc1ccc(C)c(NC(=S)NNC(=O)c2csc(C)c2)c1	0	x	2	-5.4	12	-2	0	7	-3	26
COc1ccc(C(Nc2ccc(S(=O)(=O)NCC3CCCO3)cc2)C(=O)NC(C)(C)C)cc1OC (configuration not stated)	-10	102	-1	-0.2	-7	-5	2	27	5	1
COc1cccc(N(CC(=O)NC2CCCC2)C(=O)CCC(=O)Nc2cc(C)on2)c1	1	90	0	-1.7	8	-1	0	-8	0	10
COC(=O)c1cc(=O)n(Cc2ccc(F)cc2)c(=Nc2ccccc2)s1	-6	91	-1	-0.8	2	6	-5	10	-3	4
CC(C)(C)c1ccc(S(=O)(=O)NCCc2ccncc2)cc1	-5	x	3	-0.8	3	10	4	-17	0	5
c1ccc2c(c1)[nH]c1c(N3CCOCC3)ncnc12	-11	x	10	-2.0	-3	37	-1	6	0	9
Cc1ccc(C(=O)NCCNc2ncc(C(F)(F)F)cc2Cl)cc1[N+](=O)[O-]	13	107	4	7.7	-1	-4	-5	-12	0	-41
OC(COc1ccc2c(c1)OCO2)CN1CCc2ccccc2C1 (configuration not stated)	4	98	-7	-1.6	6	1	-2	19	-2	9
O=C1c2ccccc2C(=O)N1n1c(=O)[nH]c2ccccc2c1=O	4	102	5	1.1	-4	-3	0	-21	-1	-6
CCN(C(=O)COC(=O)c1ccccc1NCCO)c1cccc2ccccc12	7	99	-3	0.1	6	26	3	4	-6	-1
CCc1ccc(C(=O)Nn2cnc3ccccc3c2=O)cc1	6	95	-1	-3.7	-19	2	-2	4	0	21
COC(=O)CSc1nnc(-c2cccnc2)n1C	-9	102	7	-1.9	-5	11	-2	-21	1	11
Cc1noc(C)c1S(=O)(=O)N1CCCC(C(=O)N2CCC(C)CC2)C1 (configuration not stated)	-14	106	-4	-1.7	1	-2	0	-2	5	10
Cc1ccc(NC(=O)CSc2nnc(-c3ccncc3)o2)cc1	-1	84	0	-3.3	-3	30	-2	0	3	17
COc1cc(S(=O)(=O)NCC2(N3CCCCC3)CCCCC2)ccc1NC(C)=O	11	105	0	-4.2	4	-8	3	-8	5	20
Cc1ccc(N(CC(=O)NC2CCCCCC2)S(=O)(=O)c2c(C)nn(C)c2C)cc1	-9	94	3	-1.5	-2	6	0	-8	1	7
C[C@H](NC(=O)C1CC(=O)N(c2ccc3c(c2)OCO3)C1)C(=O)NCc1ccco1 (some centres not stated)	-5	100	4	-2.2	-6	34	-2	-14	-1	11
Cc1ccc(NC(=O)c2ccccc2)cc1OC(=O)c1ccccc1	-5	99	5	-1.9	-6	12	-6	-31	1	11
Cc1cc(-c2ccc(Cl)cc2)c2cnn(C(C)C)c2n1	2	112	2	4.0	3	19	-7	-6	-1	-18
CCCCC12CN3CC(C)(CN(C1)C3c1ccc([N+](=O)[O-])o1)C2=O (configuration not stated)	2	x	7	-2.6	-9	2	-1	-19	0	13
COc1ccc(NC(=O)c2nn(C)c3c2CS(=O)(=O)c2ccccc2-3)cc1	-1	109	-4	-0.5	-12	-12	3	15	-3	2
CN(Cc1ccc(N(C)C)cc1)C(=O)c1cc2ccccc2o1	-6	92	1	-0.5	-9	23	-11	-7	0	3
Cc1ccc2oc(Nc3nc(C)c(C)c(C)n3)nc2c1	0	x	-3	-1.6	8	5	-2	-7	2	8
CC(CCc1ccccc1)NC(=O)COc1ccc(S(=O)(=O)N2CCOCC2)cc1[N+](=O)[O-] (configuration not stated)	-6	102	8	1.2	-11	1	4	0	4	-6
NC(N)=NC1=NC(=O)C(Cc2ccccc2Cl)S1 (configuration not stated)	3	102	7	-1.2	10	2	2	14	2	6
COc1ccc(C)cc1NC(=O)CNC(c1ccccc1)c1ccccc1	0	100	3	2.6	-6	-5	-7	-13	4	-12
Cc1nnc(SCCn2c(N3CCC(C)CC3)nc3c2c(=O)n(C)c(=O)n3C)s1	-15	99	-1	-0.8	-10	-4	4	-27	-5	4
C[C@H](CO)N1C[C@H](C)[C@H](CN(C)S(=O)(=O)c2ccccc2)Oc2ccc(NC(=O)NC3CCCCC3)cc2CC1=O	2	106	-2	-3.9	-4	13	-2	13	0	22
C=CCn1c(O)c(N=NC(=O)CNC(=O)/C=C/c2ccc(OC)cc2)c2ccccc21	-2	101	-4	-2.2	-8	15	0	12	-1	12
CCc1nnc(NC(=O)CC(CN(C)S(=O)(=O)c2ccccc2)c2ccccc2)s1 (configuration not stated)	-23	102	9	-1.6	-8	-13	-3	-27	-3	9
CC(C)(C)N(Cc1ccccc1)C(=O)CSc1nc2ccccc2c(=O)[nH]1	-12	107	1	2.0	4	-4	3	-23	1	-11
CCOC(=O)c1c(C)noc1-c1ccc(Br)o1	2	98	-3	0.6	-6	-2	-5	7	-2	-3
Cc1cccc(NC(=O)CCc2c(C)nc3ncnn3c2C)n1	4	94	2	-2.1	0	15	2	-19	0	12
O=C(COC(=O)c1ccccc1Cl)NCCC1=CCCCC1	5	99	-2	1.4	-4	31	-9	-9	-2	-8
CC(=O)C(Cc1ccccc1)NC(=O)CN1c2cccc3cccc(c23)S1(=O)=O (configuration not stated)	0	99	1	-2.9	-12	8	-5	-3	-1	11
CC(C)c1ccc(C(=O)CSc2ncn[nH]2)cc1	4	126	1	-1.9	5	-14	-2	-7	0	11
CCN1CCCC1CNC(=O)c1ccc(N2CCCC2=O)cc1 (configuration not stated)	-7	104	4	-2.3	-1	7	-1	3	-3	12
Cc1ccc2c(NC(=O)C3CC3)cccc2n1	-2	107	-3	-1.6	-10	0	2	9	2	9
O=C(N/C(=C/c1ccc(Cl)cc1)C(=O)N1CCCC1)c1ccccc1	7	101	-2	-1.8	-1	-2	0	7	4	10
CCOC(=O)C(CCc1ccccn1)c1ccccc1 (configuration not stated)	-2	90	3	-2.5	2	30	-3	-12	-2	13
Cc1ccc(NC(=O)CSc2nc3ccccc3c(=O)[nH]2)cc1[N+](=O)[O-]	-5	88	-2	0.9	-7	3	6	6	-1	-5
Cc1ccc(NC(=O)COc2ccc(CCO)cc2-n2nc3ccccc3n2)cc1C	-1	103	6	2.9	-5	12	-8	26	0	-13

Taken from above.
`CC(=O)C(Cc1ccccc1)NC(=O)CN1c2cccc3cccc(c23)S1(=O)=O` (configuration not stated) in OPRM1-OPRD1 ag: -2.9
`O=C(N/C(=C/c1ccc(Cl)cc1)C(=O)N1CCCC1)c1ccccc1` in HTR5A inv ctr: 7

A different layout for some results above:
Fields – PKA-R2B act	DSG3 Ab inh	HTR5A ag	OPRM1-OPRD1 ag	PKA-R1A act	Arr AP2 block	DAGLB inhibitor	HTR5A inv ctr	V-ATPase pHluor	OPRM1-OPRD1 inv
CN1C(=O)C(CC(=O)NC2CCCCC2)SC1=Nc1ccccc1 (configuration not stated)
→ 0	87	0	-2.2	-2	-5	-1	0	-1	14
Cc1ccc(C(=O)Nc2ccncc2)c(Cl)c1
→ 0	95	-1	-1.7	0	29	0	-3	4	8
O=C(O)CCNC(=O)/C(=C/c1ccco1)NC(=O)c1ccco1
→ 2	94	-4	-2.6	3	4	-1	13	-1	12
CC(=O)Nc1ccc(S(=O)(=O)N(C)CC(=O)OC(C)C(=O)N(C)C2CCCCC2)cc1 (configuration not stated)
→ -2	107	-2	-1.7	-3	4	-4	8	-2	10
CCOc1cc(CNc2ccc(N3CCCC3)cc2)cc(Cl)c1OC
→ -39	124	-1	2.0	-37	55*	8	-20	-8	-11
COc1ccccc1Oc1coc2cc(OCC(N)=O)ccc2c1=O
→ -4	94	0	-1.6	19*	-3	-4	0	3	7
CCc1cc2c(=O)n(CC(=O)NCCc3ccc(OC)c(OC)c3)cnc2s1
→ 2	111	-4	-3.0	-4	9	1	10	1	15
Cc1ccc(C2CN=NC23CCc2ccccc2C3=O)cc1 (configuration not stated)
→ -1	107	10	4.0	1	9	-5	-10	7	-21
CN1CCN(Cc2nc3ccccc3c(=O)n2Cc2nc(-c3ccc([N+](=O)[O-])cc3)cs2)CC1
→ -4	-160*	10	12	-5	-1	0	-2	-1	-62
C=CC[C@@H](CC(=O)N[C@H](CO)Cc1ccccc1)C(=O)N[C@@H](COC(=O)[C@@H](CC=C)Cc1ccc(F)cc1)Cc1c[nH]c2ccccc12
→ -14	100	-5	2.1	-9	10	1	11	-1	-12
CCN1CCN(P2(=O)C=C(c3ccccc3)OC(c3ccccc3)=C2)CC1
→ 4	98	2	1.6	-6	4	3	-5	-4	-10
CSc1ncc(Cl)c(C(=O)Nc2cccnc2)n1
→ 1	104	6	-2.2	-6	-9	0	-22	1	10

Assay outcomes (PubChem BioAssay)
